Screening results from PubChem BioAssay.
HCV NS3 hel inh = inhibitors of HCV NS3 helicase, primary screen, biochemical, Cy5 molecular beacon fluorescence; Hepatitis C virus NS3 helicase; NS3 helicase DNA unwinding; inhibition, % at 10.9 µM; 290,000 tested, 0.56% active;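 active = inhibition above the mean of all tested compounds plus 3 SD, set per campaign, cut at about 35% in these data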;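 also: 0% = DMSO wells and 100% = thioflavine S control wells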
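Assay system: hepatitis C virus NS3 helicase domain fragment enzyme. Also added: annealed dual-labelled DNA beacon duplex, ATP-started. Timing: 1 h reaction at 25 °C, ATP-initiated. Technique: Cy5 fluorescence at 0 and 60 min, beacon hairpin quenching. Evaluation: % inhibition of unwinding. Replication: one well per compound.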
UBC9 SUMO inh = inhibitors of in vitro SUMOylation cascade, primary screen, biochemical, HTRF, uHTS | SUMO-conjugating enzyme UBC9 (Homo sapiens), P63279 | HTRF SUMOylation assay, SAE1/SAE2 + UBC9 | inhibition, % at 35 µM | 290,000 tested, 0.36% active | AID 2006, 2009; in the data active = inhibition above about 50%, passing the limit was not always enough; also: strong numbers were not always called active
IDE cell inh = human IDE inhibitors in live cells, primary screen, fluorescence polarization, HEK cells, FAbetaB substrate; FAbetaB cleavage; inhibition, % at 5.59 µM; 320,000 tested, 0.41% active; AID 434962, 2010;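 active = percent inhibition above the average of all tested compounds plus 3 SD, set per screening campaign, cut at about 16% in these data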;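 also: IDE supplied by intact live HEK cells; FP after avidin binding of uncleaved biotin substrate so inhibition keeps polarization high; 0% = DMSO wells and 100% = 60 µM reference IDE inhibitor Ii1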
VIM-2 inh = VIM-2 metallo-beta-lactamase inhibitors, primary screen, biochemical, epi-absorbance readout, Pseudomonas aeruginosa enzyme; purified VIM-2, nitrocefin hydrolysis, epi-absorbance fluorescence; inhibition, % at 5.6 µM; 290,000 tested, 0.89% active;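 active = inhibition above the mean of all tested compounds plus 3 SD, cutoff set per screening run, cut at about 7.5% in these data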;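 also: red hydrolysis product quenches plate fluorescence so inhibitors raise well fluorescence; 0% = enzyme with DMSO and 100% = DMSO without enzyme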
DNA FID counter = compounds displacing fluorescent DNA intercalator, primary screen, artefact control for HCV NS3 helicase inhibitor project, biochemical, FID fluorescence; DNA fluorescent intercalator displacement; inhibition, % at 7.9 µM; 290,000 tested, 0.17% active; AID 1845, 2009; in the data active = inhibition above about 37%;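 also: 0% = vehicle and 100% = reference compound; higher means more ethidium bromide displaced from hairpin DNA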
p-CIP stab down = p/CIP-EGFP fusion destabilizers, primary screen, fluorescence, F442A cells; Q05BA5; 16 h; decrease of EGFP signal, % at 10 µM; 290,000 tested, 0.01% active; AID 1984, 2009;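 active = EGFP signal decrease of at least 30% at 10 µM or well 3 SD below plate mean, unless failing retest; inactive = the rest, including hits failing retest or dose response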; also: some compounds called inactive have numbers as strong as hits; many of its hits are not listed in these tables
PfM18AAP inh = PfM18AAP inhibitors, malaria aminopeptidase, primary screen, biochemical, QFRET, recombinant enzyme. H-Glu-NHMec fluorogenic cleavage. inhibition, % at 7.35 µM. 290,000 tested, 1.2% active. AID 1822, 2009;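 active = inhibition above the campaign mean inhibition over all tested compounds plus 3 SD, cut at about 28% in these data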;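 also: 0% = plate median of test compound wells and 100% = 2 mM ZnCl2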
IDE act = human IDE activators in live cells, primary screen, fluorescence polarization, HEK cells, FAbeta-B substrate; 340,000 tested, 0.073% active; Insulin-degrading enzyme (Homo sapiens), P14735; activation, % at 5.96 µM; FAbeta-B cleavage; 0% vehicle, 100% cell-free pure enzyme wells;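 active = activation above the mean of all tested compounds plus 3 SD, set per screening campaign, cut at about 17% in these data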
IMP-1 inhibitor = IMP-1 metallo-beta-lactamase inhibitors, primary screen, biochemical, epi-absorbance readout, Pseudomonas aeruginosa enzyme; 290,000 tested, 0.45% active; metallo-beta-lactamase IMP-1 (Pseudomonas aeruginosa); purified IMP-1, nitrocefin hydrolysis, epi-absorbance fluorescence; AID 1556, 2009; inhibition, % at 5.6 µM;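 active = inhibition above the mean plus 3 SD of all compounds in the same screening run, cut at about 4.5% in these data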;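 also: 0% = IMP-1 with DMSO and 100% = DMSO wells lacking enzyme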
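assay system = purified recombinant IMP-1 metallo-beta-lactamase enzyme | schedule = 15 min preincubation plus 25 min reaction at 25 °C | signal = Epi-absorbance fluorescence, 480 nm excitation, 530 nm emission | read-out basis = percent inhibition from optical density relative to buffer-blank wells | controls = IMP-1 with DMSO as 0%, enzyme-free DMSO as 100%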
* = called active by the depositor; nt = not tested or not shown.

Start of the data: the first two entries, to show the layout:
The line under a structure holds: HCV NS3 hel inh	UBC9 SUMO inh	IDE cell inh	VIM-2 inh	DNA FID counter	p-CIP stab down	PfM18AAP inh	IDE act	IMP-1 inhibitor
1. N/C(=N/O)c1nc(N2CCCC2)nc(N(c2ccccc2)c2ccccc2)n1
  -7	0	7	-3.0	-16	0	5	-4	-4.7
2. CCC(=O)Nc1cc(-c2nn(CC(=O)N3CCCCC3)c(=O)c3ccccc23)ccc1N1CCOCC1
  -5	-4	-13	-3.4	-34	0	4	5	-0.8

Results, previewed entries included:
The line under a structure holds: HCV NS3 hel inh	UBC9 SUMO inh	IDE cell inh	VIM-2 inh	DNA FID counter	p-CIP stab down	PfM18AAP inh	IDE act	IMP-1 inhibitor
1. N/C(=N/O)c1nc(N2CCCC2)nc(N(c2ccccc2)c2ccccc2)n1
  -7	0	7	-3.0	-16	0	5	-4	-4.7
2. CCC(=O)Nc1cc(-c2nn(CC(=O)N3CCCCC3)c(=O)c3ccccc23)ccc1N1CCOCC1
  -5	-4	-13	-3.4	-34	0	4	5	-0.8
3. C=CCOc1ccccc1CN1CCSCC1
  -4	2	3	-3.9	1	-2	5	0	-3.0
4. CCCC(=O)Nc1nc2c(c(=O)[nH]1)CCCC2
  -15	2	2	0.9	-5	-4	-7	2	-3.2
5. CN(C(=O)c1cc(-n2cnnc2)ccc1Cl)c1ccccc1
  8	4	2	-4.4	-5	-4	0	5	-3.9
6. CC1CN(S(=O)(=O)c2ccc(-c3nc4ccccc4s3)cc2)CC(C)O1 (stereo unspecified)
  0	5	-3	-0.2	2	13	1	1	-3.9
7. O=C(/C=C/c1ccc2ccccc2c1)c1ccoc1
  -2	12	1	-5.4	-3	-6	8	-9	-2.0
8. Cc1ccc(SCc2cc(=O)[nH]c(N3CCN(C)CC3)n2)cc1
  4	15	5	1.6	2	-15	8	4	-1.4
9. COc1ccc(CCC(=O)OCC(=O)Nc2ccc(OC)c(OC)c2)cc1OC
  -9	-5	-2	-1.6	-16	2	-4	8	-1.4
10. O=C(c1ccco1)N1CCN(C(=O)c2cc(-c3ccccc3F)no2)CC1
  2	9	0	-2.4	-30	-10	3	-1	-1.4
11. CC(=O)c1ccc(O)c(CSc2nncn2C)c1
  -3	0	3	-5.2	8	-6	-1	5	-3.6
12. COc1ccc(Cn2c(=S)[nH]c3ccccc3c2=O)cc1
  0	-12	-1	-5.0	-3	10	6	0	-1.9
13. CC(C)(C)C(O)CN1CCCC1 (stereo unspecified)
  0	10	4	-4.5	13	2	8	4	-3.5
14. COc1ccc(NC(=O)CCN2CCN(S(=O)(=O)c3ccc(Br)cc3)CC2)cc1
  -9	-1	7	-6.3	-28	-1	2	-3	-1.8
15. O=C(O)/C=C/C(=O)Nc1cc(F)ccc1F
  -10	17	0	-1.2	2	-5	-2	6	-3.1
16. COc1cccc(NC(=O)Cc2nnc(SCC(=O)NC(C)c3ccccc3)n2C)c1 (stereo unspecified)
  5	-4	0	-4.8	-13	2	-2	0	-3.6
17. Cc1ccc(CC(=O)NCc2cccnc2)cc1
  -2	18	-12	-2.0	-3	-31	1	nt	-4.1
18. O=C(NCCc1c[nH]c2ccccc12)c1ccc([N+](=O)[O-])cc1
  4	-19	5	3.4	9	8	-4	-3	0.4
19. O=C(Nc1ncc2c(n1)-c1ccccc1OC2)c1ccccc1Cl
  -4	-1	6	-4.7	-17	-9	-3	4	-1.6
20. Cn1c(=O)c2cc3c(nc2n(C)c1=O)CC(c1ccccc1)CC3=O (stereo unspecified)
  -5	23	2	-2.4	-7	-16	-13	9	-1.3
21. CC1(c2ccccc2)NC(=O)N(CC(=O)NCc2cccc(Cl)c2)C1=O (stereo unspecified)
  -4	11	-10	-1.2	-6	-9	-5	4	-2.2
22. CC(NC(=O)/C(C#N)=C1\N=C(NC(=O)c2cccs2)c2ccccc21)c1ccccc1 (stereo unspecified)
  2	12	0	-2.6	4	-14	2	-4	-3.4
23. Cc1cc(NC(=O)CSc2nc3c(c(=O)n2Cc2ccccc2)SC(C)C3)no1 (stereo unspecified)
  nt	-8	0	nt	nt	-9	nt	2	nt
24. Cc1ccc(SC[C@H](C)CN2CC[C@H](C)CCC2=O)cc1
  -6	-2	6	-3.9	-42	16	4	-1	-4.6
25. O=C(O)c1ccc(/C=N/NC(=O)c2ccc(F)cc2)cc1
  2	34	-3	-1.6	0	-5	-6	4	-2.5
26. COc1cccc(C(=O)c2c(C)c(CCC#N)n3ccccc23)c1
  -19	17	2	0.9	-13	-8	2	4	-0.3
27. O=C(c1cc(-c2ccccc2Cl)nc2ccc(Br)cc12)N1CCN(c2ccccn2)CC1
  6	-31	-6	0.4	-29	9	3	-3	1.1
28. Cc1ccc(S(=O)(=O)CCC(=O)N2CCN(c3ccccc3F)CC2)cc1
  -8	4	-3	-1.2	-32	8	2	2	-2.5
29. O=C(NC1CCS(=O)(=O)C1)c1ccc(N2CCCCC2)c([N+](=O)[O-])c1 (stereo unspecified)
  0	0	-3	-0.1	-8	-11	-3	-2	-0.8
30. CCOC(=O)c1cc(-c2ccccc2)n(CC(=O)NC(C)(C)C)c1C
  -2	6	-1	-0.3	-28	13	-4	2	0.2
31. CCCCN(CC)C(=O)c1ccc(-c2ccccc2)cc1
  -6	5	0	-0.4	-27	-17	-8	-1	-2.9
32. Cc1ccc(NC(=O)C(c2ccc(Cl)cc2)N2CCCCC2)cc1 (stereo unspecified)
  -5	-26	nt	-0.5	-2	3	-1	1	-1.8
33. CC(=O)C(CC(=O)N1CCCc2ccccc21)C(=O)Nc1ccc(F)cc1 (stereo unspecified)
  5	5	-1	-2.4	-12	2	1	-5	-4.3
34. O=C(NC1CCCc2c1cnn2-c1cc(F)cc(F)c1)c1ccncc1 (stereo unspecified)
  17	-8	7	-1.8	-17	-5	-9	1	-3.6
35. Cc1ccc2sc(N(CCCN(C)C)C(=O)CN3C(=O)c4ccccc4C3=O)nc2c1C
  -61	10	-3	-1.9	28	1	-1	17	0.0
36. CCOc1ccc(NC(=S)NC(=O)/C=C/c2ccc(Br)cc2)c([N+](=O)[O-])c1
  -1	18	1	-2.1	-7	-4	-13	-5	-1.9
37. C=CCSc1nnc2c(n1)OC(C)=Nc1ccc(Br)cc1-2
  3	10	-1	-1.6	1	6	3	8	-2.5
38. Cc1ccc(-c2nn(C)c(=O)c3ccccc23)cc1CNC(=O)NC1CCCCC1
  0	19	0	0.3	-9	-7	-17	3	-2.5
39. Fc1ccc(OCCn2cnc(Cl)c2Cl)cc1
  4	3	0	-0.9	-4	-1	-3	3	-3.7
40. CCCC(=O)Nc1cc2c3c(c1)CCN3C(=O)CC2
  2	nt	1	-0.1	1	-5	-10	-1	2.2
41. Cc1ccc(SC(C)C(=O)NCc2ccncc2)cc1 (stereo unspecified)
  -2	8	7	-0.5	2	-4	0	-17	-0.4
42. COc1ccc(/C(C)=N/NC(=O)CNC(=O)c2cccs2)cc1
  -4	6	1	-0.8	-5	-7	-4	2	-2.2
43. Fc1ccc(N2CCN(c3nc(CN4CCOCC4)nc4scc(-c5ccccc5)c34)CC2)cc1
  -31	-17	0	-1.9	-12	-5	2	5	-2.4
44. COc1ccc(-c2csc(NC(=O)Cc3ccccc3)n2)cc1OC
  -5	-10	4	-1.4	-28	-4	5	-1	-1.5
45. O=C(Cc1ccccc1)NCCSCc1ccc(Cl)cc1
  -6	8	5	-5.7	-12	-3	0	4	-2.3
46. Cc1cc(C(=O)COC(=O)c2cccnc2Cl)c(C)n1-c1c(C)n(C)n(-c2ccccc2)c1=O
  -5	10	2	-0.9	-22	16	-18	1	-0.8
47. CCN(CC)CCCN(C(=O)c1ccco1)c1nc(-c2ccc(Cl)cc2)cs1
  -53	-9	4	0.6	27	-20	1	5	-2.2
48. O=C(Nn1cnnc1)c1ccc(F)c(S(=O)(=O)N2CCCCC2)c1
  -1	0	-1	0.2	0	6	47*	2	2.2
49. CCOc1cc(/C=N\NC(=O)c2ccc(NC(=O)C(C)(C)C)cc2)ccc1OC(=O)c1ccc(OC)cc1
  -4	13	2	-5.7	-1	-13	-1	1	-5.0
50. CC(C(=O)N1CCOCC1)n1cc([N+](=O)[O-])cn1 (stereo unspecified)
  2	-6	-5	2.5	4	-11	-3	0	1.8

(continued)
The line under a structure holds: HCV NS3 hel inh	UBC9 SUMO inh	IDE cell inh	VIM-2 inh	DNA FID counter	p-CIP stab down	PfM18AAP inh	IDE act	IMP-1 inhibitor
51. O=C(c1c[nH]c(C(=O)C(Cl)(Cl)Cl)c1)c1ccc(F)cc1Cl
  3	2	5	-0.5	2	2	-9	-2	-1.7
52. O=C(CCC1CCCN(C(=O)CCN2CCCCC2=O)C1)NCc1ccccc1F (stereo unspecified)
  -11	6	4	-3.8	-9	-2	4	5	-3.3
53. CCOC(=O)c1c(NC(=O)CN2C(=O)NC(C)(c3ccccc3)C2=O)sc(C)c1C (stereo unspecified)
  -11	-10	5	-3.3	-17	0	8	3	-3.9
54. Cc1ccc(SCc2[nH]nc3c2C(C(C)C)C(C#N)=C(N)O3)cc1 (stereo unspecified)
  2	-10	3	-2.5	-18	-18	4	1	-3.0
55. Cc1ccc(/C=C2\SC(=S)N(CCC(=O)NNC(=O)c3cccnc3)C2=O)cc1
  4	32	7	-2.8	4	3	2	-9	-4.2
56. CCCOc1ccc(-c2nc(=S)[nH][nH]2)cc1
  4	5	3	6.3	1	-9	-27	-4	35*
